# Compound activity as filed in PubChem BioAssay.
# IMPase Li cell: qHTS Assay for Identifying the Cell-Membrane Permeable IMPase Inhibitors: Potentiation with Lithium | CHO-M1 cells, IP1 TR-FRET (IP-One), carbachol + lithium | Potency, µM (top dose mostly 59.4 µM), without a hit: at the highest dose activity, negative = IMPase inhibition, hits mostly inhibitors | AID 1457, 2008 | 210,000 compounds, 0.35% hits;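 note: IP1 builds up when IMPase is blocked and the TR-FRET signal falls; potency is the fitted concentration of half-maximal effect; plate controls were basal vehicle for no effect and high inhibitor control for full effect; nearly all actives have a fitted effect of over 50% in size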
#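 Lithium-sensitised IP1 accumulation assay; M1-expressing CHO cells treated 30 min at 37C with compound. Competitive antibody detection by time-resolved FRET followed a 10 min room-temperature lysis step.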
# HTT aggregate: qHTS Multiplex Assay to Identify Dual Action Probes in a Cell Model of Huntington: Aggregate Formation (GFP). PC12 HttQ103-GFP aggregates, Acumen cytometry, 40 h. Potency, µM (series often up to 46.1 µM), without a hit: at the highest dose activity change, negative = inhibition, actives largely listed as inhibitors. 220,000 compounds, 1.1% hits. AID 1688, 2009; note: potency is the fitted concentration of half-maximal effect; % is set by controls: 0 for no effect and ±100 for the full control effect; nearly all actives have a fitted effect of over 60% in size
#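 Quantitative HTS on tebufenozide-induced (100 nM) PC12 cells stably expressing polyQ103 Huntingtin exon 1–GFP. Reduction of bright GFP aggregates, detected by laser scanning cytometry after lysis, identified actives across the titration.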
# Epigenetic derep: Quantitative High-Throughput Screen for Regulators of Epigenetic Control | murine LDR cells, GFP reporter derepression, 30 h | Potency, µM (top dose mostly 53.9 µM), for the others: at the highest dose GFP activation, most hits filed as activators | 280,000 compounds, 0.2% hits | AID 1865, 2009; note: potency is the fitted concentration of half-maximal effect; % of control where 0% means no effect; nearly all actives have a fitted effect of over 60% in size
#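 Derepression of a silenced CMV-GFP reporter in murine LDR cells is scored by enumerating GFP-positive cells with a laser-scanning microplate cytometer after 30 hours of treatment at 37 C.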
# Lamin A splicing: qHTS Assay for Modulators of Lamin A Splicing; Potency, µM (titrated, usually from 46.1 µM), inactives show top-dose ratio change, negative = inhibition, usual class: inhibitors; 200,000 compounds, 0.01% hits; HeLa LMNA splicing GFP/RFP minigene ratio, 48 h; active = well fitted inhibition curve with a large enough effect in the signal ratio, with a control signal flat, not every such curve was filed as active; inconclusive = small, poorly fitted or top-dose-only effect, or effect the other way, or a change in a side signal; the % refers to the signal ratio; note: potency is the fitted concentration of half-maximal effect; % is set by controls: 0 for no effect and ±100 for the full control effect
#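 Read-out is the ratio of GFP to DsRed2 object intensity, acquired by 488 nm laser-scanning cytometry on HeLa lamin A-EGFP minigene reporter cells. Compound incubation 48 hrs at 37 °C in Opti-MEM with 2% FBS; DMSO 0.5% final.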
# CBFb-RUNX1 inh: qHTS Assay for Compounds Blocking the Interaction Between CBF-beta and RUNX1 for the Treatment of Acute Myeloid Leukemia; 230,000 tested, under 10 active; AlphaScreen CBFb-His/RUNX1-biotin binding, biochemical; Runt-related transcription factor 1 (Homo sapiens) + Core-binding factor subunit beta …; Potency, µM (titrated, usually from 59.8 µM), for the others: top-dose activity, negative = inhibition, most hits filed as inhibitors; note: % of control where 0% means no effect
# Target sequence (Q01196 whole entry, looked up): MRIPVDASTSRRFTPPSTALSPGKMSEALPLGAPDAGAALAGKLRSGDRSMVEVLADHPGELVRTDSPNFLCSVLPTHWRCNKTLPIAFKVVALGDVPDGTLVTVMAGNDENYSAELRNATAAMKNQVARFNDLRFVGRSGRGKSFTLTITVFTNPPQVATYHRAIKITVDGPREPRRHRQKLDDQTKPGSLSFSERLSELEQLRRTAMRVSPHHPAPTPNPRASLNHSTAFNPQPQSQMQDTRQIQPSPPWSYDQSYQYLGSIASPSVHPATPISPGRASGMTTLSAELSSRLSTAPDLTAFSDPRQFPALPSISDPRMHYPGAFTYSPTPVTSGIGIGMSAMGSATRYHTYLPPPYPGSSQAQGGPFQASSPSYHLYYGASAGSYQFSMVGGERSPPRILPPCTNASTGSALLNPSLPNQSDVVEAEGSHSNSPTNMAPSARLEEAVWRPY
# Target sequence (Q13951 whole entry, looked up): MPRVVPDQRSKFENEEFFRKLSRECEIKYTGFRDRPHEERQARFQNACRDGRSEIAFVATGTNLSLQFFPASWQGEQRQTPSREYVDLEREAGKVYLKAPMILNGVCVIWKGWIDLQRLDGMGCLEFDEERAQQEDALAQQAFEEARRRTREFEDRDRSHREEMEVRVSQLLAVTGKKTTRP
#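 Read-out: AlphaScreen. Format: His-CBF-beta with biotinylated RUNX1 (30 nM each) preincubated 20 min, compound 15 min, Ni-chelate plus streptavidin beads 90 min; room temperature throughout.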
# NPSR antag: qHTS Assay for Antagonists of the Neuropeptide S Receptor: cAMP Signal Transduction; 220,000 compounds, 1% hits; Potency, µM (top dose mostly 38.3 µM), without a hit: at the highest dose activity change, negative = inhibition, usual class: inhibitors; CHO-NPSR cells, cAMP TR-FRET, antagonist mode; note: potency is the fitted concentration of half-maximal effect; % is set by controls: 0 for no effect and ±100 for the full control effect; nearly all actives have a fitted effect of over 50% in size; many of its hits are not listed in these tables
# Target sequence (Q6W5P4 whole entry, looked up): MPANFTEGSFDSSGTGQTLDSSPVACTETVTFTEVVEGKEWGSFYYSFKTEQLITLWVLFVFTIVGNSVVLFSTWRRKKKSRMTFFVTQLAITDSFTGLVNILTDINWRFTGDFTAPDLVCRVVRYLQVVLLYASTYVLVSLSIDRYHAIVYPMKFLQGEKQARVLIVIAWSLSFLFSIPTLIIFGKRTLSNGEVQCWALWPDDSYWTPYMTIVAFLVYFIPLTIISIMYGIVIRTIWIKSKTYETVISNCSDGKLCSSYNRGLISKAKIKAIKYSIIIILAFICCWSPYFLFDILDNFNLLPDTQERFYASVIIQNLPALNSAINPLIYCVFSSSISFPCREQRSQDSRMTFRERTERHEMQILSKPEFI
# Luc counter: Counterscreen for Luciferase (Kinase-Glo TM) Inhibition; Kinase-Glo luciferase, ATP luminescence, 8 min; Potency, µM (series often up to 38.3 µM), without a hit: at the top dose activity change, negative = inhibition, hits mostly inhibitors; 200,000 compounds, 0.28% hits; note: potency is the fitted concentration of half-maximal effect; % is set by controls: 0 for no effect and ±100 for the full control effect; nearly all actives have a fitted effect of over 60% in size
#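 Substrate mix (final 50 mM imidazole pH 7.2, 50 mM KCl, 7 mM MgCl2, 10 uM ATP, 0.01% Tween 20, 0.05% BSA) plus pin-tool compound, then Kinase-Glo detection mix; 8 min ambient, luminescence read.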
# Starred values were filed as active, the others as inactive; u = inconclusive; x = no result given; [ ] = remark or other dose. Unless noted, calls come from the whole dose curve; as a rule, active = well fitted curve in the direction sought with a large enough effect; inconclusive = small, poorly fitted or top-dose-only effect, or another doubt; inactive = no such curve, though single readings can be large; an effect the other way counts as inactive or inconclusive.
# Each structure is followed by: IMPase Li cell	HTT aggregate	Epigenetic derep	Lamin A splicing	CBFb-RUNX1 inh	NPSR antag	Luc counter
- CN1CCN(CC#CCC2(O)c3ccccc3-c3ccccc32)CC1
  -12%	-16%	2.5%	x	2%	4%	3%
- Cc1ccc2c(CSc3nnnn3C)cc(=O)oc2c1
  -5%	5%	1.1%	3%[46 µM]	-3%	-1%	1%
- O=C(c1ccccc1F)N(Cc1ccccc1)C1CCS(=O)(=O)C1 (configuration not stated)
  10%[38.3 µM]	6%	0.9%	7%	-3%	0%[46.1 µM]	-3%
- OCC1CCCN(Cc2ccc(-c3ccccc3)cc2)C1 (configuration not stated)
  7%[38.3 µM]	18%	0.0%	5%	-3%	3%[46.1 µM]	-2%
- CN(Cc1ccsc1)C(=O)CCc1nnc(Cc2c[nH]c3ccccc23)o1
  -9%	6%[9.22 µM]	0.0%	-10%[46 µM]	0%	2%	2%
- [O-]/C(=C(\C(=S)Nc1ccc(SC(F)F)cc1)[n+]1cccc(CO)c1)c1ccc(Cl)s1
  4%	u	1.2%	x	u	-32%	0%
- COc1ccccc1Oc1ccccc1[N+](=O)[O-]
  x	5%[9.22 µM]	-1.4%	x	-8%	-6%[7.67 µM]	x
- COc1ccc(NS(=O)(=O)c2ccc(N3CCOCC3)c(NC(=O)c3ccco3)c2)cc1
  7%	u	-3.2%	-16%[46 µM]	11%	-26%	4%
- Cc1ccc(-n2ncc3c(NCc4ccccn4)ncnc32)c(C)c1
  14%[38.3 µM]	0%	-0.7%	u	-7%	-2%[46.1 µM]	-2%
- O=c1c2ccccc2nc(-c2cccs2)n1-c1ccc2ccccc2c1
  4%	-8%	-1.5%	-19%	-21%	-41%	-4%
- CCc1c(O)nc(SCC(N)=O)n(-c2ccccc2F)c1=O
  9%[38.3 µM]	-15%	-0.2%	-5%	5%	-3%[46.1 µM]	4%
- c1ccc(Cn2cc(CN3CCCCO3)c(-c3ccc4c(c3)OCO4)n2)cc1
  17%	14%[9.22 µM]	-1.2%	x	9%	53%	x
- O=C(/C=C/c1ccccc1)NC1CCSC1=O (configuration not stated)
  -6%	6%	1.1%	-17%	1%	26%	-5%
- COc1cccc(C2=NOC(C(=O)Nc3ccc(C(C)=O)cc3)C2)c1 (configuration not stated)
  21%[38.3 µM]	6%	-16%	-12%	4%	-16%[46.1 µM]	-2%
- Cc1cc(N2CCN(Cc3cn(C)nc3-c3ccccc3F)CC2)cc(C)n1
  3%	-4%[9.22 µM]	1.0%	7%[46 µM]	10%	16%	-1%

# Copied from the list.
# Reading for `Cc1ccc2c(CSc3nnnn3C)cc(=O)oc2c1` in Lamin A splicing: 3%[46 µM]
# Reading for `COc1ccccc1Oc1ccccc1[N+](=O)[O-]` in HTT aggregate: 5%[9.22 µM]
# Reading for `O=C(c1ccccc1F)N(Cc1ccccc1)C1CCS(=O)(=O)C1` (configuration not stated) in IMPase Li cell: 10%[38.3 µM]
# Reading for `CN(Cc1ccsc1)C(=O)CCc1nnc(Cc2c[nH]c3ccccc23)o1` in Luc counter: 2%
# Reading for `[O-]/C(=C(\C(=S)Nc1ccc(SC(F)F)cc1)[n+]1cccc(CO)c1)c1ccc(Cl)s1` in IMPase Li cell: 4%
# Reading for `CN1CCN(CC#CCC2(O)c3ccccc3-c3ccccc32)CC1` in Epigenetic derep: 2.5%
# Reading for `Cc1ccc(-n2ncc3c(NCc4ccccn4)ncnc32)c(C)c1` in Luc counter: -2%

# The listing picks up; the 3 compounds before the break are reprinted first.
# Each structure is followed by: IMPase Li cell	HTT aggregate	Epigenetic derep	Lamin A splicing	CBFb-RUNX1 inh	NPSR antag	Luc counter
- O=C(/C=C/c1ccccc1)NC1CCSC1=O (configuration not stated)
  -6%	6%	1.1%	-17%	1%	26%	-5%
- COc1cccc(C2=NOC(C(=O)Nc3ccc(C(C)=O)cc3)C2)c1 (configuration not stated)
  21%[38.3 µM]	6%	-16%	-12%	4%	-16%[46.1 µM]	-2%
- Cc1cc(N2CCN(Cc3cn(C)nc3-c3ccccc3F)CC2)cc(C)n1
  3%	-4%[9.22 µM]	1.0%	7%[46 µM]	10%	16%	-1%
- O=C(CCS(=O)(=O)c1ccccc1)Nc1nccs1
  -12%[38.3 µM]	1%	-4.1%	u	7%	-1%[46.1 µM]	-2%
- O=CN1CCN(C(C(=O)NC2CCCCC2)c2cc3c(cc2[N+](=O)[O-])OCO3)CC1 (configuration not stated)
  16%	6%	3.2%	-4%[9.22 µM]	12%	1%	-2%
- CCOC(=O)C1=C(OCc2ccc(Cl)cc2)C2C=C(C)C=CC2N=C1 (configuration not stated)
  1%[38.3 µM]	0%	-1.5%	2%	-1%	-22%[46.1 µM]	-5%
- CCC(C)(C)NC(=O)C(c1ccc(F)cc1)N(Cc1ccccc1)C(=O)c1cnccn1 (configuration not stated)
  4%	20%	-5.5%	x	-9%	-37%	2%
- Cc1ccccc1Nc1nc(N)nc(CSCC(=O)Nc2cccc(Br)c2)n1
  0%	4%	0.0%	-6%	3%	-5%	4%
- O=[N+]([O-])c1ccccc1CNC(Cc1ccccc1)c1ccccc1 (configuration not stated)
  29%[38.3 µM]	-1%	2.8%	8%	-1%	-17%[46.1 µM]	-2%
- Cc1cc(C)n2c(SCC(=O)Nc3c(C)n(C)n(-c4ccccc4)c3=O)nnc2n1
  12%[38.3 µM]	4%	9.8%	-2%	8%	-7%[46.1 µM]	-3%
- CCCNC(=O)NC(=O)CSc1nc(C)cs1
  0%	22%	-1.3%	u	-4%	15%	-3%
- O=C(c1ccc2c(c1)C(=O)N(CCCO)C2=O)c1ccc2c(c1)C(=O)N(CCCO)C2=O
  11%[38.3 µM]	-14%	0.0%	-3%	6%	-2%[46.1 µM]	0%
- CCNC(=S)N1CCc2cc(OC)c(OC)cc2C1COc1ccc(F)cc1 (configuration not stated)
  u	-2%	-1.5%	u	-24%	-31%	1%
- Cc1ccc(CNc2nc(-c3cccs3)nc3ccccc23)cc1
  11%	-29%	-2.5%	u	18%	-23%	5%
- CCN(CC)c1ccc(C(=O)OCC(=O)N(C(C)C)C(C)C)cc1
  0%	6%	-0.4%	1%[46 µM]	-8%	-24%	-1%
- COc1ccc(C(=O)NNC(=O)CSc2nnnn2C)cc1
  -8%	2%[9.22 µM]	-4.0%	15%[46 µM]	4%	-6%	0%
- O=C(CSCC(=O)Nc1nccs1)Nc1ccccc1
  -22%[38.3 µM]	9%	0.8%	2%	7%	0%[46.1 µM]	-3%
- N#CCC(=O)Nc1ncn(Cc2ccccc2Cl)n1
  -3%	-12%	0.9%	-14%	1%	0%[46.1 µM]	-1%

# Further entries follow.
# Each structure is followed by: IMPase Li cell	HTT aggregate	Epigenetic derep	Lamin A splicing	CBFb-RUNX1 inh	NPSR antag	Luc counter
- Cc1cc(Nc2nnnn2-c2ccccc2)n(-c2ccc(Cl)cc2)n1
  1%[38.3 µM]	16µM*	-0.9%	u	-10%	-5%[46.1 µM]	2%
- NNC(=O)[C@H](Cc1ccccc1)NC(=O)Nc1ccc2c(c1)OCCO2
  x	-4%[9.22 µM]	2.4%	x	-3%	-37%	x
- COC(=O)[C@@H](NC(=O)N1CCc2nc(-c3ccccc3)c3c(c2C1)CO[C@@H](C)C3)C(C)C
  -6%	x	x	6%[9.22 µM]	5%[13.1 µM]	x	-13%[7.66 µM]
- Cc1cc(NC(=O)CN2C(=O)NC3(CCCCCC3)C2=O)no1
  x	26%[9.22 µM]	-5.9%	x	12%	10%	x
- COC(=O)c1c(N)c2ccccc2[nH]c1=O
  7%[38.3 µM]	-1%	-1.0%	8%	4%	-2%[46.1 µM]	-1%
- O=C(N/N=C/c1cccnc1)c1ccccc1NS(=O)(=O)c1cccs1
  -10%	2%	5.8%	2%[46 µM]	-9%	-13%	4%
- Cc1ccc(-c2cc(C(F)(F)F)n3ncc(C(=O)NCc4ccco4)c3n2)cc1
  1%[38.3 µM]	2%	-1.1%	2%	4%	-15%[46.1 µM]	-5%
- O=C(O)C1CCCCC1C(=O)Nc1cc(Cl)ccc1Cl (configuration not stated)
  -3%[38.3 µM]	-13%	-1.9%	-2%	5%	-7%[46.1 µM]	-3%
- COc1ccc(OC)c(NC(=O)COC(=O)/C=C/c2c(C)nn(C3CCS(=O)(=O)C3)c2Cl)c1 (configuration not stated)
  x	-11%	-1.0%	3%	-1%	-1%[46.1 µM]	x
- CCOC(=O)C(=CNc1ccc(Oc2cccnc2)nc1)C(=O)OCC
  x	-17%[9.22 µM]	0.5%	x	3%	17%	x
- Cc1ccc(CNC(=O)CSc2nc(C)cs2)cc1
  -2%	-6%	-0.5%	x	5%	13%	0%
- CC[C@H](C)[C@H](NC(N)=O)C(=O)Nc1ccc2c(c1)OCO2
  -2%	13%	0.0%	u	2%	12%	-2%
- O=C(CNC(=O)/C(=C\c1ccc(F)cc1)NC(=O)c1ccccc1)OCc1ccccc1
  -3%[38.3 µM]	9%	-0.9%	-10%[0.0737 µM]	0%	-10%[46.1 µM]	1%
- Cc1ccc(Nc2ncnc(N)n2)cc1
  2%	5%[9.22 µM]	-1.4%	x	-6%	0%	-1%
- CC1CCN(S(=O)(=O)c2ccc(S(=O)(=O)NCc3cccnc3)cc2)CC1
  7%	x	2.2%	17%[46 µM]	2%	-3%	0%

# 3 entries out of the list above, ordered by the value under CBFb-RUNX1 inh, largest number first:
Compound | HTT aggregate | Epigenetic derep | Lamin A splicing | CBFb-RUNX1 inh | NPSR antag
O=CN1CCN(C(C(=O)NC2CCCCC2)c2cc3c(cc2[N+](=O)[O-])OCO3)CC1 (configuration not stated) | 6% | 3.2% | -4%[9.22 µM] | 12% | 1%
COc1cccc(C2=NOC(C(=O)Nc3ccc(C(C)=O)cc3)C2)c1 (configuration not stated) | 6% | -16% | -12% | 4% | -16%[46.1 µM]
CCNC(=S)N1CCc2cc(OC)c(OC)cc2C1COc1ccc(F)cc1 (configuration not stated) | -2% | -1.5% | u | -24% | -31%

# An excerpt; count on the stated rates, not on these rows.
